Source: PubChem
S1P4 agonist: agonists of human S1P4 receptor | O95977 | S1P4-expressing cell line, agonist reporter assay | activation, % at 4.98 µM | 0.35% of 220,000 active | AID 1509; in the data active means activation above about 11%;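 further: 0% = DMSO vehicle and 100% = reference agonist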
CHOP inh: CHOP inhibition in unfolded protein response | inhibition, % at 10 µM | 3.8% of 220,000 active | CHO-K1 CHOP-promoter luciferase, tunicamycin-induced, 15-18 h;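 active means compounds that reduced the stress-induced luciferase reporter signal by more than about 70% of percent inhibition, limit read from the data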;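 further: 0% = tunicamycin plus vehicle and 100% = wells without tunicamycin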
NPY-Y1 PAM-ag: potentiates or activates human NPY-Y1 receptor; NPY-Y1 expressing cells, potentiator/agonist activation; activation, % at 3.6 µM; 0.37% of 220,000 active; in the data active means activation above about 33%, passing the limit was not always enough;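 further: cells stimulated with NPY at EC10 then isoproterenol at EC100; 0% = low agonist plus stimulus and 100% = saturating agonist plus stimulus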
zfTRPN1 agonist: zebrafish TRPN1 (NompC) channel agonism; HEK293 zebrafish TRPN1-YFP, Fluo-8 calcium fluorescence; 100% = response to 87 µM carbachol; activation, % at 3 µM; 0.18% of 220,000 active; AID 1424;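 active means activation above its plate's cutoff, the mean activation of test wells on that plate plus 3 SD, cut at about 19% in these data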;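 further: 0% = DMSO alone and 100% = 87 µM carbachol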
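Assay system: Zebrafish TRPN1-YFP in HEK293 cells | Incubation: Dye loading 1 h at 37 °C, then 30 min room temperature | Measured by: Kinetic Fluo-8 fluorescence, ex 470-495, em 515-575 nm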
NPY-Y2 PAM-ag: potentiators or agonists of human neuropeptide Y receptor Y2 | cells expressing NPY-Y2, potentiator/agonist read-out | 0.45% of 220,000 active | activation, % at 3.6 µM | P49146; in the data active means activation above about 27%;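 further: cells stimulated with NPY near EC25 plus isoproterenol at EC100; 0% = vehicle plus submaximal agonist and 100% = vehicle plus saturating agonist; some results beyond the cut were filed as inactive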
Target sequence (P49146 whole entry, looked up): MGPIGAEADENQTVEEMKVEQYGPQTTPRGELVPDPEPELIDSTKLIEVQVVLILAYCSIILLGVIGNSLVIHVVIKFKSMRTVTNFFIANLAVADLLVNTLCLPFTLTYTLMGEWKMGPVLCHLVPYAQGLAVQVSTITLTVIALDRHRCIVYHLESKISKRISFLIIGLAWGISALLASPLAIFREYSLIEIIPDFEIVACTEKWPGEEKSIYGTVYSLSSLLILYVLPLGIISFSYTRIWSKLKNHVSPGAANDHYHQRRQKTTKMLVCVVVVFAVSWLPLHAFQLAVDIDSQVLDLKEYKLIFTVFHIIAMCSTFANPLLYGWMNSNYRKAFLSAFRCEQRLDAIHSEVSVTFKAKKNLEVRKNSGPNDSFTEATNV
NPY-Y1 antag: blocks the human neuropeptide Y Y1 receptor | P25929 | HEK293-CNG Y1 cells, membrane potential fluorescence; NPY at EC95, then isoproterenol | inhibition, % at 3.6 µM | 1% of 200,000 active | AID 1040;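 active means inhibition above the campaign mean inhibition of all tested compounds plus 3 SD, cut at about 20% in these data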;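 further: 0% = DMSO wells given NPY plus isoproterenol and 100% = isoproterenol alone without NPY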
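Test system: HEK293 cells co-expressing NPY Y1 receptor and cyclic-nucleotide gated channel; Also added: NPY (25 nM), isoproterenol (1 µM), Ro 20-1724 (25 µM); Compound dosing: one concentration, 3.6 µM, in 0.4% DMSO; Timing: dye 3 h, compound 60 min room temperature, stimulation 45 min; Technique: Membrane-potential fluorescent dye readout.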
S1P4 antag: antagonists of human S1P4 receptor | AID 1510 | S1P4-expressing cells, antagonist mode, reporter read-out | inhibition, % at 4.98 µM | 0.26% of 220,000 active; in the data active means inhibition above about 29%;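 further: 0% = wells stimulated with agonist and 100% = vehicle wells without agonist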
EP2 modulator: modulators of human EP2 prostaglandin E2 receptor. P43116. EP2-expressing cells, cAMP HTRF FRET, PGE2 co-stimulation. induction, % at 25 µM. 0.83% of 260,000 active;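 active means compounds whose cAMP rise, as percent of the full-agonist control response, exceeds 60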;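 further: rat C6 glioma line stably carrying human EP2 under a CMV promoter; the protocol text gives 20 µM as final concentration; 100% = response of wells given 1 µM PGE2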
Target sequence (P43116 whole entry, looked up): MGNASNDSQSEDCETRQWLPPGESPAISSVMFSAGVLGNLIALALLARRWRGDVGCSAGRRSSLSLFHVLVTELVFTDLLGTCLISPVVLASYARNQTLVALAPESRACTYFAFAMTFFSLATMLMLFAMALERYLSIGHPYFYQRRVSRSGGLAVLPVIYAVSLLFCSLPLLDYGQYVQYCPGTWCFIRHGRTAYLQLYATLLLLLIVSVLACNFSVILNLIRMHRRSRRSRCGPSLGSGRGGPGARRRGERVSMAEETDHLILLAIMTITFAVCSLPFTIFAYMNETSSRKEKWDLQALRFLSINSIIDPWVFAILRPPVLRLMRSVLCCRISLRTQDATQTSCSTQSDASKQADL
TRPML3 agonist: agonists of human TRPML3 channel. HEK293 TRPML3-YFP, Fluo-8 calcium fluorescence; 100% = the carbachol control signal. Q8TDD5. 0.29% of 220,000 active. activation, % at 3 µM;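 active means activation above its plate's cutoff, the mean activation of the plate's test wells plus 3 SD, cut at about 12% in these data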;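 further: 0% = DMSO only wells and 100% = carbachol wells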
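system = HEK293 cells stably carrying human TRPML3-YFP | doses = one concentration, 3 µM nominal, 0.3% DMSO | timing = dye loading 1 h 37 °C then 30 min ambient, 125 s read | detection = Fluo-8 calcium dye fluorescence, ex 470-495, em 515-575 nm | benchmarks = high control carbachol 87 µM, low control DMSO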
The depositor's hits bear a star.

For CC(C)(C)c1cc(C(=O)N/N=C/c2ccc(O)cc2)n(-c2ccccc2)n1 the results were S1P4 agonist 1.5, CHOP inh 0, NPY-Y1 PAM-ag 5, zfTRPN1 agonist -1.9, NPY-Y2 PAM-ag 8, NPY-Y1 antag 4, S1P4 antag -18, EP2 modulator -75 and TRPML3 agonist 0.1.
Screening CC(=O)OCC(OC(C)=O)C(OC(C)=O)C(OC(C)=O)C(=O)Nc1ccc(C)cc1C (stereo not given) returned S1P4 agonist -0.6, CHOP inh 10, NPY-Y1 PAM-ag 17, zfTRPN1 agonist -1.6, NPY-Y2 PAM-ag 19, NPY-Y1 antag 1, S1P4 antag -8, EP2 modulator 11 and TRPML3 agonist 0.8.
`O=C(CSc1nnc(-c2cccs2)o1)N1CCc2ccccc21` gave S1P4 agonist 2.0, CHOP inh 24, NPY-Y1 PAM-ag -21, zfTRPN1 agonist 0.3, NPY-Y2 PAM-ag -17, NPY-Y1 antag 7, S1P4 antag -22, EP2 modulator 19 and TRPML3 agonist -0.6.
S=C(c1ccc(-c2ccc(Br)cc2)o1)N1CCOCC1 was read as S1P4 agonist -0.5, CHOP inh -14, NPY-Y1 PAM-ag 1, zfTRPN1 agonist -1.7, NPY-Y2 PAM-ag -20, S1P4 antag -9, EP2 modulator -24 and TRPML3 agonist 0.3.
`CS(=O)(=O)N(CC(=O)NC1CC1)C1CCCCC1` gave S1P4 agonist -1.6, CHOP inh 4, NPY-Y1 PAM-ag 23, zfTRPN1 agonist 1.1, NPY-Y2 PAM-ag 8, NPY-Y1 antag 12, S1P4 antag -8, EP2 modulator 19 and TRPML3 agonist 0.7.
`CCCc1c(C(=O)Nc2cc(C(C)(C)C)on2)cnn1-c1ccccc1` gave S1P4 agonist 0.4, CHOP inh 20, NPY-Y1 PAM-ag 12, zfTRPN1 agonist 0.0, NPY-Y2 PAM-ag 21, S1P4 antag 8, EP2 modulator -11 and TRPML3 agonist -0.3.
`COc1ccc(CNC(=O)C2CCCN(S(=O)(=O)c3cnc[nH]3)C2)cc1` (stereo not given) gave S1P4 agonist -6.3, CHOP inh 15, NPY-Y1 PAM-ag 12, zfTRPN1 agonist -0.4, NPY-Y2 PAM-ag -3, NPY-Y1 antag 6, S1P4 antag 0, EP2 modulator 5 and TRPML3 agonist 0.1.
O=C(CCCOc1ccc(Cl)cc1Cl)N1CCN(c2ccccn2)CC1 was read as S1P4 agonist -1.5, CHOP inh -10, NPY-Y1 PAM-ag -28, zfTRPN1 agonist 1.6, NPY-Y2 PAM-ag -14, NPY-Y1 antag 24*, S1P4 antag 0, EP2 modulator -15 and TRPML3 agonist -0.3.
CCN1C(=O)C(CC(=O)Nc2ccc(OC)cc2)N(CCc2ccc(OC)cc2)C1=S (stereo not given) was read as S1P4 agonist -0.6, CHOP inh 41, NPY-Y1 PAM-ag 23, zfTRPN1 agonist 3.2, NPY-Y2 PAM-ag 4, NPY-Y1 antag -6, S1P4 antag 3, EP2 modulator -32 and TRPML3 agonist 1.2.
Screening C=CCc1cccc(C=Nc2cccn3cc(-c4ccccc4)nc23)c1O returned S1P4 agonist 0.3, CHOP inh 45, NPY-Y1 PAM-ag 4, zfTRPN1 agonist 0.9, NPY-Y2 PAM-ag 22, NPY-Y1 antag 1, S1P4 antag -4, EP2 modulator 53 and TRPML3 agonist 0.9.
For Cc1ccc(CN2C(=O)S/C(=C\c3ccccc3OCC(=O)O)C2=O)cc1 the results were S1P4 agonist 0.0, CHOP inh 8, NPY-Y1 PAM-ag -8, zfTRPN1 agonist 0.0, NPY-Y2 PAM-ag -7, NPY-Y1 antag 9, S1P4 antag -18, EP2 modulator -14 and TRPML3 agonist 0.9.
O=C(C1CCN(S(=O)(=O)c2cccnc2)CC1)N1CCCCC1 was read as S1P4 agonist 1.3, CHOP inh -13, NPY-Y1 PAM-ag 3, zfTRPN1 agonist -0.4, NPY-Y2 PAM-ag -3, NPY-Y1 antag -2, S1P4 antag 9, EP2 modulator 1 and TRPML3 agonist 0.5.
Fc1ccccc1N1CCN(Cc2cccnc2)CC1 was read as S1P4 agonist 0.6, CHOP inh 11, NPY-Y1 PAM-ag -4, zfTRPN1 agonist 1.2, NPY-Y2 PAM-ag 0, NPY-Y1 antag -1, S1P4 antag -15, EP2 modulator 33 and TRPML3 agonist 0.8.
COc1ccccc1-n1nc(C)c(-c2ccccc2)c1N was read as S1P4 agonist 0.9, CHOP inh 8, NPY-Y1 PAM-ag 10, zfTRPN1 agonist -0.6, NPY-Y2 PAM-ag 5, NPY-Y1 antag -3, S1P4 antag -5, EP2 modulator 25 and TRPML3 agonist 1.6.
For O=C1c2oc3ccc(Cl)cc3c(=O)c2C(c2cccc(Br)c2)N1CCO (stereo not given) the results were S1P4 agonist 1.1, CHOP inh 20, NPY-Y1 PAM-ag 8, zfTRPN1 agonist 2.4, NPY-Y2 PAM-ag -8, NPY-Y1 antag 3, S1P4 antag -11, EP2 modulator -9 and TRPML3 agonist -0.7.
For COc1cc(OC)c2c(c1)OC(c1ccc(OC)c(OC)c1)C(O)C2=O (stereo not given) the results were S1P4 agonist 1.1, CHOP inh 7, NPY-Y1 PAM-ag -6, zfTRPN1 agonist 1.4, NPY-Y2 PAM-ag 5, NPY-Y1 antag 1, S1P4 antag -16, EP2 modulator 10 and TRPML3 agonist 0.9.
Screening COc1ccccc1/C=C1\SC(=S)N(CC(=O)Nc2nnc(C)s2)C1=O returned S1P4 agonist 1.8, CHOP inh 72*, NPY-Y1 PAM-ag -6, zfTRPN1 agonist 1.6, NPY-Y2 PAM-ag -1, NPY-Y1 antag 5, S1P4 antag -8, EP2 modulator -21 and TRPML3 agonist 0.5.
CCN1C(C(=O)c2ccccc2)=C(Nc2ccccc2C)c2ccccc2S1(=O)=O was read as S1P4 agonist -0.5, CHOP inh 16, NPY-Y1 PAM-ag -35, zfTRPN1 agonist 0.4, NPY-Y2 PAM-ag 0, NPY-Y1 antag 2, S1P4 antag -13, EP2 modulator 57 and TRPML3 agonist 0.1.
`Cc1cccc2cc(CN(Cc3nnnn3Cc3ccco3)C3CCCC3)c3nnnn3c12` gave S1P4 agonist 1.9, CHOP inh 31, NPY-Y1 PAM-ag -20, zfTRPN1 agonist -0.2, NPY-Y2 PAM-ag -4, NPY-Y1 antag 5, S1P4 antag -15, EP2 modulator 27 and TRPML3 agonist -0.2.
Screening NNC(=O)CNC(c1ccccc1)c1cc(Br)ccc1NC(=O)c1cccc(Cl)c1 (stereo not given) returned S1P4 agonist 0.9, CHOP inh -25, NPY-Y1 PAM-ag 0, zfTRPN1 agonist 0.2, NPY-Y2 PAM-ag -3, NPY-Y1 antag -2, S1P4 antag -20, EP2 modulator 28 and TRPML3 agonist 0.5.
COc1cccc(-c2nn3c(-c4cc(C)[nH]n4)nnc3s2)c1 was read as S1P4 agonist 0.4, CHOP inh 20, NPY-Y1 PAM-ag -26, zfTRPN1 agonist 0.3, NPY-Y2 PAM-ag -14, NPY-Y1 antag -2, S1P4 antag -12, EP2 modulator -4 and TRPML3 agonist -0.5.
`Cc1cc(C)c(COCc2cc(/C=N/O)c(C)cc2C)cc1/C=N/O` gave S1P4 agonist -3.8, CHOP inh 108*, NPY-Y1 PAM-ag -9, zfTRPN1 agonist -1.1, NPY-Y2 PAM-ag -3, NPY-Y1 antag 8, S1P4 antag 11, EP2 modulator -3 and TRPML3 agonist 0.4.
For CCC(C)(C)C(=O)Nc1ncc(S(=O)(=O)c2ccc([N+](=O)[O-])cc2)s1 the results were S1P4 agonist -0.2, CHOP inh 50, NPY-Y1 PAM-ag 4, zfTRPN1 agonist 12, NPY-Y2 PAM-ag 7, NPY-Y1 antag -7, S1P4 antag -10, EP2 modulator -18 and TRPML3 agonist 11.
Cc1nn(Cc2ccc(Cl)cc2)c(C)c1NC(=O)C(c1ccccc1)c1ccccc1 was read as S1P4 agonist 1.9, CHOP inh 6, NPY-Y1 PAM-ag 4, zfTRPN1 agonist 0.3, NPY-Y2 PAM-ag 9, NPY-Y1 antag 2, S1P4 antag -2, EP2 modulator 25 and TRPML3 agonist 0.1.
Screening O=C1OCc2ccc(NS(=O)(=O)c3ccc(C(F)(F)F)cc3)cc21 returned S1P4 agonist 0.1, CHOP inh 8, NPY-Y1 PAM-ag 21, zfTRPN1 agonist -0.3, NPY-Y2 PAM-ag -2, S1P4 antag -45, EP2 modulator -26 and TRPML3 agonist -0.3.
`O=[N+]([O-])c1ccccc1NCc1ccc(Cl)cc1` gave S1P4 agonist -0.9, CHOP inh -25, NPY-Y1 PAM-ag 15, zfTRPN1 agonist -2.1, NPY-Y2 PAM-ag 2, NPY-Y1 antag -2, S1P4 antag -10, EP2 modulator 37 and TRPML3 agonist -0.8.
CC(C)CC(=O)OCc1cn(-c2ccccc2)nn1 was read as S1P4 agonist -0.8, CHOP inh -6, NPY-Y1 PAM-ag -9, zfTRPN1 agonist -0.9, NPY-Y2 PAM-ag -18, NPY-Y1 antag -3, S1P4 antag 3, EP2 modulator -25 and TRPML3 agonist -0.2.
CCCCOc1cccc(C(=O)NC(=S)Nc2cccc(NC(=O)c3ccccc3Cl)c2)c1 was read as S1P4 agonist 0.7, CHOP inh 21, NPY-Y1 PAM-ag 3, zfTRPN1 agonist 0.8, NPY-Y2 PAM-ag 3, NPY-Y1 antag 0, S1P4 antag -12, EP2 modulator -35 and TRPML3 agonist 0.8.
For O=C(C[n+]1cc(-c2ccc(F)cc2)n2c1CCC2)Nc1nc(-c2ccc(F)cc2)cs1 the results were S1P4 agonist 0.0, CHOP inh -22, NPY-Y1 PAM-ag -19, zfTRPN1 agonist -1.3, NPY-Y2 PAM-ag -3, NPY-Y1 antag 0, S1P4 antag -7, EP2 modulator -12 and TRPML3 agonist 0.4.
COc1ccc(S(=O)(=O)Nc2ccccc2C(=O)NC(C)(C)C)cc1OC was read as S1P4 agonist -4.5, CHOP inh 26, NPY-Y1 PAM-ag -1, zfTRPN1 agonist 1.8, NPY-Y2 PAM-ag -5, NPY-Y1 antag 0, S1P4 antag -2, EP2 modulator 14 and TRPML3 agonist 0.3.
For Cc1cc(C)cc(N(C(=O)c2csnn2)C(C(=O)NC(C)(C)C)c2cccs2)c1 (stereo not given) the results were S1P4 agonist -3.2, CHOP inh 7, NPY-Y1 PAM-ag -2, zfTRPN1 agonist 0.1, NPY-Y2 PAM-ag 10, NPY-Y1 antag -2, S1P4 antag -18, EP2 modulator 25 and TRPML3 agonist -0.1.
`NNc1nc(N)c2c(n1)-c1ccccc1CC21CCCC1` gave S1P4 agonist 0.9, CHOP inh 45, NPY-Y1 PAM-ag -28, zfTRPN1 agonist -0.6, NPY-Y2 PAM-ag 3, NPY-Y1 antag 6, S1P4 antag 1, EP2 modulator -3 and TRPML3 agonist 0.3.
`COc1cc(CNc2ccc(N3CCOCC3)cc2)cc(Br)c1OC` gave S1P4 agonist 0.9, CHOP inh 3, NPY-Y1 PAM-ag -1, zfTRPN1 agonist 0.2, NPY-Y2 PAM-ag 8, NPY-Y1 antag 2, S1P4 antag -6, EP2 modulator -8 and TRPML3 agonist 0.5.
